NPYLR7 ag: agonists of mosquito NPYLR7 receptor, primary screen, cell-based, Aedes aegypti, calcium fluorescence, mosquito biting behavior; Aedes aegypti neuropeptide Y-like receptor 7 (NPYLR7); HEK293T NPYLR7/Galpha15, GCaMP6s calcium fluorescence; activation, % at 10 µM; 0.15% of 270,000 active; in the data active means activation above about 40%;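 further: 0% = vehicle and 100% = reference agonist at the receptor; some compounds past the cut are filed as inactive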
hcGAS lum: Primary biochemical luminescence assay for human cyclic GMP-AMP synthase inhibitors | 0.081% of 290,000 active | AID 1259398, 2018 | recombinant h-cGAS, ATP depletion, Kinase-Glo luminescence | inhibition, % at 12.5 µM;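 further: 0% = vehicle reaction and 100% = reaction without DNA for no activity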
Target sequence (Q8N884 whole entry, looked up): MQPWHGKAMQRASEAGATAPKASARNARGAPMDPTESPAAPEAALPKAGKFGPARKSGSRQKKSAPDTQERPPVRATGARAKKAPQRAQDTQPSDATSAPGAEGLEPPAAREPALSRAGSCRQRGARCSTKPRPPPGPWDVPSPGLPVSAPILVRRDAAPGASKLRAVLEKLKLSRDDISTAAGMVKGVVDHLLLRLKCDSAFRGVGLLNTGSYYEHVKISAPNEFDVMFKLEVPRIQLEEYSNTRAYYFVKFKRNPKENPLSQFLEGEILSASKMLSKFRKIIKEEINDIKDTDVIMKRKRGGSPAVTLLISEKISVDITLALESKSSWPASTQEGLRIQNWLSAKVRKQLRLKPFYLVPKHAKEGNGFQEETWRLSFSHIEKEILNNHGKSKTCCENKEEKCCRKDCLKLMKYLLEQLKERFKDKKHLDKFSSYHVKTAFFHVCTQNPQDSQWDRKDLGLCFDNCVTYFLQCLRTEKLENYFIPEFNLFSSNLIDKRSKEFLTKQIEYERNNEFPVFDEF
mcGAS inh: cyclic GMP-AMP synthase inhibitors, mouse, primary biochemical chemiluminescence; recombinant cGAS, Kinase-Glo ATP depletion luminescence; AID 1259399, 2018; 0.15% of 160,000 active; inhibition, % at 12.5 µM; Q8C6L5;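 further: 0% = negative control wells and 100% = reference inhibitor with no enzyme activity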
Starred values were filed as active, the others as inactive; . = no result given; & = joins results of further samples. Unless noted, no stated cut-off is given here; in the data, active means inhibition above about 40%; inactive means the rest.

SMILES	NPYLR7 ag	hcGAS lum	mcGAS inh
Cc1ccc(-c2nc(OCC(C)C)nn2-c2ccc(NC(=O)c3cccc(Br)c3)cc2)cc1	26	-5	-5
CCC(CC)(NC(=O)CSc1ccc(C)cc1)C(F)(F)F	-7	-13	.
COCCNC(=O)c1ccc(OC2CCN(Cc3cccc(SC)c3)CC2)c(Cl)c1	-3	4	.
Cc1cc(OC(=O)CC(C)C)c([N+](=O)[O-])c(=O)[nH]1	-3	2	-1
CCCCN1C(=O)NC(NS(=O)(=O)c2ccc(N)cc2)(C(F)(F)F)C1=O (centres undefined)	0	-14	-8
CCOC(=O)C1=C(C)N=c2s/c(=C/c3ccccc3F)c(=O)n2C1c1ccc(C)cc1 (centres undefined)	-2	-9	.
O=C(c1ccc(F)cc1)N1CC[C@@H](c2ccc3ccccc3c2)[C@H](O)C1	5	-5	.
Cc1cc(C)c(-n2cnnc2)cc1N	0	-6	.
CN(Cc1cc(C2CC2)on1)Cc1cc2n(n1)CCNC2	15	1	.
COCCn1c(SCc2cc(=O)n3ccsc3n2)nc2sc3c(c2c1=O)CCC3	3	0	.
O=C(O)CC1CNCCN(C(=O)c2cccc3nccnc23)C1 (centres undefined)	-4	-4	.
C=CCOc1ccccc1CN1C[C@@H]2CNC[C@]2(C(=O)O)C1	-2	4	1
CC(C)c1ccccc1OC1CC2CCC(C1)N2C(=O)c1ccc(CSc2ccc([N+](=O)[O-])cn2)cc1 (centres undefined)	22	-2	-5
COc1cccc(C=NC=Nc2cccc(OC)c2)c1	9	-11	.
Cc1oc2nc3c(c(=O)n(Cc4ccc(F)cc4)c(=O)n3C)n2c1C	1	-4	-9
Cc1nc(C(F)(F)F)nc(-c2ccccc2CO)c1C	-3	-1	.
COc1ccc(CCc2nnc(CCC(=O)NCc3cnn(-c4ccccc4C)c3)o2)cc1	-1	-4	.
COCCNc1oc2c(c1-c1ccc(C)cc1)c(=O)oc1c(C)cccc12	-8	-2	-7
Cc1cc(Oc2cnn(-c3cccc(F)c3)c(=O)c2Nc2cccc(C(=O)NCc3ccccn3)c2)ccc1Cl	18	-2	-4
COc1ccccc1-c1cc(C(=O)N2CCN(Cc3ccccc3)CC2)nc2cc(-c3ccc(Cl)cc3)nn12	9	-6	-9
O=C1NC(=O)C2C1C(c1ccc(Cl)cc1)NN2Cc1ccccc1 (centres undefined)	19	-13	-10
CC(C)C(NC(=O)c1nn(C)c2c1CCCC2)c1nnc2n1CCNCC2 (centres undefined)	7	-5	-16
CC(C)(c1cc(N)on1)S(C)(=O)=O	0	-8	-18
CCn1c(C)cc(-c2csc(Cn3ccc(=O)[nH]c3=O)n2)c1C	4	-3	.
CC(=O)Nc1ccc(C(=O)Nc2cc(S(=O)(=O)N3CCOCC3)ccc2OC(C)C)s1	-5	0	3
Further compounds follow:
SMILES	NPYLR7 ag	hcGAS lum	mcGAS inh
NC(=S)NN=C1C(=O)c2cccc3cccc1c23	10	20	30
Cc1ccccc1-n1nnnc1Sc1c(-c2ccccc2)c2ccccc2[nH]c1=O	-5	-6	-7
CN1CC2(CCCN(CCc3ccccn3)CC2)OC1=O (centres undefined)	9	-10	-14
CC(C)(C)n1nc2c(c1NC(=O)COc1ccccc1)CSC2	-3	-4	-7
O=C(NCC1CCCO1)c1csc(Nc2ccc(OC(F)(F)F)cc2)n1 (centres undefined)	6	-6	.
CCOc1ccc(-c2nc(CNC(C)COC)cs2)cc1 (centres undefined)	-3	-7	.
CCOC(=O)C(C)n1ncn2cccc2c1=O (centres undefined)	-5	-2	0
CCOc1ccc(-n2nc3cc(C)c(NC(=O)c4cncc(Br)c4)cc3n2)cc1	4	-4	.
CCc1ccccc1CN1CCCn2cccc2C1c1ccc(F)cc1 (centres undefined)	3	-4	-3
N#Cc1ccc(SCC(=O)N2CCN(C(=O)C3CC3)CC2)c(F)c1	10	-4	-12
COC(=O)c1ccc(COC(CN2CCN(C(=O)c3cccc(F)c3F)CC2)c2cccc(OC)c2)cc1 (centres undefined)	.	-6	-7
O=C(NNC(=O)C1CCCN1S(=O)(=O)c1ccc(F)cc1)c1ccc(Cl)cc1 (centres undefined)	3	-6	-9
COc1cc2c(cc1OC)C(c1ccc(F)cc1)N(C(=O)c1c(-c3ccccc3)noc1C)CC2 (centres undefined)	4	-3	-2
CC(C)CN(C(=O)c1ccc(Cl)c([N+](=O)[O-])c1)C1CCS(=O)(=O)C1 (centres undefined)	0	-5	-3
CCOC(=O)CCCC(=O)Nc1sc(C(C)CC(C)(C)C)cc1C(=O)OCC (centres undefined)	6	-6	-7
CC1CN(S(=O)(=O)NC2CN(C)CC2C)C(C)CO1 (centres undefined)	4	1	.
O=[N+]([O-])c1ccc2c(c1Nc1ccc(Br)cc1)=NC1(CCCCC1)N=2	-11	-10	.
COc1cccc(-n2c(SCC(=O)NCC3CCCO3)nc3c([nH]c4ccccc43)c2=O)c1 (centres undefined)	0	2	-4
COc1ccc(-c2noc(Cn3ccn4nc(-c5ccccc5OC)cc4c3=O)n2)c(OC)c1	-1	-3	-4
O=C(O)c1cccc(S(=O)(=O)Nc2ccc(F)c(C(F)(F)F)c2)c1	12	-10	-14
CC12CCC(C/C1=N/NC(=O)COc1ccccc1-n1ccnc1)C2(C)C (centres undefined)	3	-7	.
COc1cc(OC)nc(-n2nc3c(c2C(=O)N2CCOCC2)CCCC3)n1	-3	-2	.
NNC(=O)CSc1nc2ccccc2s1	1	1	-1
CC(C)N(CCN1CCOCC1)c1ccc(N2CCOCC2)cc1	0	-5	.
COc1ncc(CN2CCCC(CCc3ccccc3C(F)(F)F)C2)cn1 (centres undefined)	6	-3	.
Further results follow:
SMILES	NPYLR7 ag	hcGAS lum	mcGAS inh
CC(C)c1ocnc1-c1nc(CC2CCN(C)CC2)no1	-1	-7	.
CCSCC(=O)N1CCC(n2c(C)nc3cc(C(F)(F)F)ccc32)CC1	6	5	2
Cc1ccc2nc(-c3cccc(Cl)c3)c(NC(=O)C3CCCC3)n2c1	7	-3	-10
CN1C(=O)[C@H]2CN(C(=O)c3cc(COc4cccc(F)c4)[nH]n3)C[C@H]2C1=O	-3	-5	.
O=C(Nc1cccc(N2CCOCC2)c1)C(=O)NC1CCc2c(Cl)cccc21 (centres undefined)	-4	1	-1
CCc1nc2ccc(C(=O)NCCNC(C)=O)cn2c1N(C)CCC(C)C	-9	-4	-2
COCCSc1nc2c(c(=O)[nH]c(=O)n2C)n1Cc1cccc(C)c1	.	-9	-7
Cc1c(Cl)c(CN2CCN(C(=O)C3CC3)CC2)nc2ccccc12	5	-7	.
Cc1nnc(-c2cccc(-c3cc(N)nc4[nH]ccc34)c2)s1	-1	-5	.
CCc1cccc2c(C(CC(=O)NCc3ccccn3)c3cccc([N+](=O)[O-])c3)c[nH]c12 (centres undefined)	0	-5	-3
Cc1ccc2nc(CN(C)C(=O)c3cc(C(C)C)nn3C)[nH]c2c1	-5	-5	-12
CC1CC(C)CN(Cc2nc3c(c(=O)n(C)c(=O)n3C)n2CC(O)CO)C1 (centres undefined)	2	-5	-8
Cc1ccc2[nH]cc(-c3ncccc3NC(=O)C(C)C)c2c1	2	-2	.
Cc1ccc2nc(-c3ccccc3Cl)c(NC3CCCCC3)n2c1	-3&-3	-11&-9	-9&-7
COCc1nc(NCC2CCS(=O)(=O)C2)c2cnn(C)c2n1 (centres undefined)	2	-3	.
CC1CN(c2cc(Cl)nc(SCC(=O)NCc3cccnc3)n2)CCN1C(=O)C1CC1 (centres undefined)	19	-7	-6
CCOC(=O)c1cccnc1N1CCCC2(C1)C(=O)Nc1ccccc12 (centres undefined)	4	-7	.
O=C(Nc1cccnc1N1CCN(C(=O)C2C[C@H]2c2ccccc2)CC1)c1ccc2c(c1)OCO2 (some centres undefined)	11	-2	-4
Cc1cc(C)n(CC(C)NCc2ccc3c(c2)n(C)c(=O)n3C)n1 (centres undefined)	5	-12	.
O=S(=O)(c1ccccc1)c1ccc(O)cc1	-3	-9	.
COc1ccc(-c2nc3ccc(Cl)cn3c2NCc2ccccc2)cc1OC	4&-4	-5&-7	-8&-7
CCc1cccc(CC)c1NC(=O)NCCCN1CCCC1	5	-3	.
Cc1cc(=O)n(Cc2ccccc2F)c2cc(OCC(=O)NCCCN3CCN(C)CC3)ccc12	3	-20	.
CCCN(Cc1c(C)nn(-c2cccc(F)c2)c1N1CCN(C)CC1)C(=O)Cc1ccc(OC)cc1	0	-6	-6
Cc1ccccc1C1CC(=O)NC(SCc2ccc(Cl)cc2)=C1C#N (centres undefined)	1	2	.

Fetched by compound from above:
SMILES	NPYLR7 ag	hcGAS lum	mcGAS inh
Cc1nnc(-c2cccc(-c3cc(N)nc4[nH]ccc34)c2)s1	-1	-5	.
CCCN(Cc1c(C)nn(-c2cccc(F)c2)c1N1CCN(C)CC1)C(=O)Cc1ccc(OC)cc1	0	-6	-6

(more compounds)
SMILES	NPYLR7 ag	hcGAS lum	mcGAS inh
O=C(Cn1ccn2nc(-c3ccc(Cl)cc3)cc2c1=O)NC1CCCCC1	21	-8	-8
N#CC1C(=N)Oc2cc(O)ccc2C1c1ccccc1I (centres undefined)	82*	4	2
O=C1OC2(CCNCC2)CN1Cc1nccn1C1CC1	.	-8	-5
Fc1ccc(CNc2n[nH]c(=S)s2)cc1	2	-2	-2
Cc1nc2n(n1)CCCC2NC(=O)CCc1cccc(Cl)c1 (centres undefined)	0&3	-4&-5	-16
CC(C)NS(=O)(=O)CC1(C)C2CCC1(C)C(=O)C2Br (centres undefined)	-1	-2	.
N#Cc1cccc(NC(=O)Cn2cccc(-c3nc(-c4ccc(Cl)cc4)no3)c2=O)c1	-1	-3	-7
Cc1ccc(-n2ncc3c(C)nn(Cc4cccc(F)c4)c(=O)c32)cc1C	3	-5	.
N#Cc1c(N)nc(SCC(N)=O)c(C#N)c1-c1ccc(Br)cc1	11	-2	-3
Cn1nccc1-c1ccc2c(n1)C(=O)N(C1(C(=O)N[C@@H]3CCCc4ccccc43)CC1)C2	16	-6	-8
Cc1c(C(=O)NCc2ccccc2C(F)(F)F)sc(=O)n1Cc1ccccn1	-2	-6	.
CC(=O)NC1CCN(Cc2cccc(C(=O)Nc3ncc(C)s3)c2)C1 (centres undefined)	9	-1	-14
Cc1ccc2oc(-c3cccc(C)c3OS(C)(=O)=O)nc2c1	.	-2	-9
CCC(C)N(Cc1ccc(OC)c(OS(=O)(=O)c2ccc(F)cc2)c1)C(=O)c1ccc([N+](=O)[O-])cc1 (centres undefined)	24	-6	-6
COc1ccc(Cl)c(-c2nccn2CCNC(C)=O)c1F	25	-1	.
COC(=O)C(Cc1ccccc1)NC(=O)CCC(=O)c1ccc(SC)cc1 (centres undefined)	-8	-6	-4
COc1ccccc1N1CCC(N2CCN3C(=O)CNC(=O)C3C2)CC1 (centres undefined)	15	-6	.
COc1ccc(N2CCN(C(=O)C3CCCCC3C(=O)NCc3ccncc3)CC2)cc1 (centres undefined)	-6	-6	-6
COc1cc(Cl)c(C)cc1NC(=O)c1cccnc1Nc1cccc(C(F)(F)F)c1	-16	-7	-4
O=c1c(C=NC2CC2)c(-c2ccccc2)[nH]n1-c1nc2ccccc2s1	3	60*	3
COc1ccccc1N1CCN(C(=O)c2ccccc2N2CCC(N)CC2)CC1	-3	-8	.
CC(C#N)(NC(=O)Cn1cc(I)cn1)C1CC1 (centres undefined)	3	-8	-13
CC(C)COC(=NC(C)c1ccccc1)NC(=O)c1cccc(F)c1 (centres undefined)	17	-6	-5
CC(C)(C)c1ccc(Cn2cnc([N+](=O)[O-])n2)cc1	11	-1	.
COc1cccc(CNC(=O)C2CCN(C(=O)[C@@H](C)NC(=O)Nc3c(C)cccc3C(C)(C)C)CC2)c1	12	-10	-5

In the list so far, 3 have a COOH group.
SMILES	NPYLR7 ag	hcGAS lum	mcGAS inh
O=C(O)CC1CNCCN(C(=O)c2cccc3nccnc23)C1 (centres undefined)	-4	-4	.
C=CCOc1ccccc1CN1C[C@@H]2CNC[C@]2(C(=O)O)C1	-2	4	1
O=C(O)c1cccc(S(=O)(=O)Nc2ccc(F)c(C(F)(F)F)c2)c1	12	-10	-14

Remaining list, next part:
SMILES	NPYLR7 ag	hcGAS lum	mcGAS inh
O=S1(=O)CCC(n2nc(-c3ccco3)cc2NS(=O)(=O)c2cccc(Cl)c2)C1 (centres undefined)	-2	-7	-8
N#CCCSc1nc(-c2cccs2)cc(C(F)(F)F)c1C#N	4	-8	.
COCCNC(=O)CCN(CCc1ccccc1)c1nc(C2CC2)nc2cc(Cl)ccc12	11	-7	-5
CCC(C)(CO)NCc1cccc(F)c1F (centres undefined)	17	-11	.
O=C(CN1CCOCC1)N1C[C@@H](COCC2CC2)[C@H](c2ccccn2)C1	.	-7	-1
N#CC(C#N)=Cc1ccc(OC(=O)COc2ccccc2)cc1	-8	-1	-2

Limited to NPYLR7 ag (three entries from above):
Structure | NPYLR7 ag
CCC(C)(CO)NCc1cccc(F)c1F (centres undefined) | 17
COc1cccc(CNC(=O)C2CCN(C(=O)[C@@H](C)NC(=O)Nc3c(C)cccc3C(C)(C)C)CC2)c1 | 12
COc1cccc(-n2c(SCC(=O)NCC3CCCO3)nc3c([nH]c4ccccc43)c2=O)c1 (centres undefined) | 0

Compounds listed so far that contain a furan ring, fused or not (two):
SMILES	NPYLR7 ag	hcGAS lum	mcGAS inh
COCCNc1oc2c(c1-c1ccc(C)cc1)c(=O)oc1c(C)cccc12	-8	-2	-7
O=S1(=O)CCC(n2nc(-c3ccco3)cc2NS(=O)(=O)c2cccc(Cl)c2)C1 (centres undefined)	-2	-7	-8

Screening data: PubChem, Fisher Drug Discovery Resource Center
